# MITF TRPM1 inh = MITF TRPM1 promoter inhibition in SK-MEL-5 cells; AID 488899; actives 0.83% (n = 330,000); SK-MEL-5 TRPM1 promoter luciferase, 24 h; inhibition, % at 12.5 µM;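 active = mean inhibition across replicates of 60% or more, whatever share of single replicates reaches that level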; also: values of inactives mirror those of a sister screen read the other way
# TWEAK Fn14 block = TWEAK-Fn14 signaling inhibition. AID 1159606. actives 2% (n = 360,000). TWEAK-stimulated Fn14 reporter cells, luciferase luminescence, 8 h. inhibition, % at 10 µM; in the data active = inhibition above about 50%
# Shn3 inh set2 = inhibitors of Schnurri-3 3'UTR reporter in osteoblasts | Clone20 osteoblast Shn3 3'UTR firefly luciferase, 24 h | inhibition, % at 12.5 µM | actives 0.52% (n = 360,000) | AID 588674;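 active = mean inhibition of at least 75% with every replicate also reaching 75%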;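 also: 0% = median of neutral control wells and 100% = pilot-screen positive control compound; some compounds past the cut are filed as inactive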
# NR2E3 ag-1 = agonists of human NR2E3 nuclear receptor. Q9Y5X4. CHO-S Gal4-NCOR/VP16-NR2E3 two-hybrid, luciferase. inhibition of corepressor binding, % at 3.98 µM. actives 0.35% (n = 360,000). AID 602229;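 active = inhibition above the mean of all tested compounds plus 3 SD, cut at about 70% in these data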;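 also: 0% = DMSO with NR2E3 transfected cells and 100% = cells lacking NR2E3 construct; higher means lower luciferase signal from less NR2E3 corepressor binding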
# Target sequence (Q9Y5X4 whole entry, looked up, the tested form may be a part): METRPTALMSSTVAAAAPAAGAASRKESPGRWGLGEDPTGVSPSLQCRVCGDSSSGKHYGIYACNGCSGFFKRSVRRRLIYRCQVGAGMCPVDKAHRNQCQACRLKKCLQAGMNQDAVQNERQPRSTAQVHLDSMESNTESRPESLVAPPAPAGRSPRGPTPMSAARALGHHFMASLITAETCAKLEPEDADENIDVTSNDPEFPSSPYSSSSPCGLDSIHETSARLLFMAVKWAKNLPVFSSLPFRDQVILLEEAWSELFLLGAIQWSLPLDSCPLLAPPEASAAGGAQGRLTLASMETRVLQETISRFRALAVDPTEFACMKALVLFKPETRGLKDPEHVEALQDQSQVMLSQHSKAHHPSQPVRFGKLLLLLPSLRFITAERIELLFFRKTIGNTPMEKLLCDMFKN
# NR2E3 ag-2 = NR2E3 (human) agonism | Q9Y5X4 | GST-NR2E3/biotin-RetCOR TR-FRET, 1536-well | inhibition of corepressor binding, % at 4.78 µM | actives 0.12% (n = 320,000) | AID 2300;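 active = percent inhibition above the cutoff of mean plus 3 SD of all tested compounds, set per screening campaign, cut at about 20% in these data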;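 also: 0% = DMSO wells and 100% = biotin wells as full block of FRET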
#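 Test system – NR2E3–RetCOR corepressor complex · Quantity – NR2E3 fusion 1.35 nM · Buffer or medium – Tris pH 7.5 · Incubation – Compound–protein incubation for 5 h at 4 °C · Technique – TR-FRET, Eu(K)-anti-GST donor, streptavidin-D2 acceptor, ex 340, em 617/671 nm · Evaluation – percent inhibition of 671/617 nm emission ratio versus biotin and DMSO controls · Plate – 1536-well format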
# Peg3 prom inh = reduces Peg3 promoter-driven luciferase expression in HeLa; HeLa PEG-Prom luciferase reporter, luminescence, overnight; inhibition, % at 20 µM; actives 1.7% (n = 360,000); AID 588405;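 active = inhibition of at least 50% at 20 µM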
# KKLEB tox = reduces viability of KKLEB cystic fibrosis airway cells; AID 602141; activity change (cytotoxicity), % at 5 µM; KKLEB CF airway cells viability, ATPlite luminescence, overnight; active compounds read low; cells stimulated with P. aeruginosa culture filtrate; actives 0.36% (n = 360,000);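 active = corrected activity change at or below -50% at 5 µM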
# TRAIL sens C8 = caspase-8 TRAIL sensitization; inhibition (viability loss, TRAIL sensitization), % at 10 µM; AID 624354; actives 1% (n = 360,000); NB7+C8 cells + TRAIL, ATPlite viability luminescence;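 active = compounds causing at least 50% loss of cell viability in the single-dose screen, relative to plate controls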
# HIF-2a inh = HIF-2a inhibition; 786-0 RCC cells HIF-2a reporter, luciferase luminescence, overnight; inhibition, % at 18.8 µM; actives 0.72% (n = 360,000); AID 624352;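 active = inhibition of the luminescence signal of 40% or more relative to plate controls, in a single-dose primary screen at 18.75 µM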
# TROY signal inh = TROY signaling inhibition; inhibition, % at 10 µM; AID 1347056; actives 0.98% (n = 360,000); Q293 LMP1-TROYcd NF-kB luciferase reporter, 4 h;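 active = compounds whose plate-normalised and pattern-corrected inhibition of the luciferase reporter signal at the single screening dose is 50% or more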
# CF NFkB inh = blocks PAF-induced NF-kB reporter in cystic fibrosis cells | KKLEB NF-kB-GFP reporter, GFP fluorescence overnight | inhibition, % at 5 µM | actives 0.86% (n = 360,000) | AID 588850;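 active = at least 50% inhibition at 5 µM, scaled per plate between neutral and stimulator controls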;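 also: PAF is a Pseudomonas aeruginosa culture filtrate used as stimulus; plate controls were PAF-stimulated DMSO wells for no effect and unstimulated DMSO wells for full effect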
# Numbers without * were called inactive; nt = no result given. Some of the compounds tested (hit frequency here may not be typical).
SMILES,MITF TRPM1 inh,TWEAK Fn14 block,Shn3 inh set2,NR2E3 ag-1,NR2E3 ag-2,Peg3 prom inh,KKLEB tox,TRAIL sens C8,HIF-2a inh,TROY signal inh,CF NFkB inh
COc1ccc(OC)c(NC(=O)C2CCCN(S(=O)(=O)c3ccc(-n4cnnn4)cc3)C2)c1 (stereo unspecified),-4,25,22,-9,4,26,-2,11,5,5,3
C=CCSc1nnc(-c2cc(C(C)(C)C)nn2Cc2ccc(F)cc2)n1C,1,-7,5,6,3,12,-1,4,31,-6,11
O=c1[nH]c(SCc2ccccc2)nc2ccsc12,-3,-18,-4,-41,3,-57,-9,-5,-78,-35,4
O=C(CCc1nc2ccccc2c(=O)[nH]1)NCCN1C(=O)S/C(=C\c2ccc(OC(F)F)cc2)C1=O,-21,-12,-19,7,nt,-26,12,-1,-76,-23,23
CN(C)c1ccc(CN2CCCCCC2)cc1,2,28,-21,24,0,3,6,10,9,-49,6
CC(C)CC(NC(=O)C1CCC(C)CC1)C(=O)Nc1ccccn1 (stereo unspecified),-37,-16,-25,-69,3,-113,-7,3,-138,-20,0
CC1(C)Cc2c(sc3nc(SCC(=O)O)nc(N)c23)CO1,-9,3,-7,-14,3,0,-3,-4,15,-12,18
Cc1cc(S(=O)(=O)Nc2ccc(C(=O)NCC3CCCO3)cc2)ccc1F (stereo unspecified),nt,5,1,9,nt,0,7,-12,6,-16,-24
CCC[C@@H](CN[C@@H](CNC)[C@H](C)CC)NCC1CCC(C(C)(C)C)CC1 (stereo partly specified),100*,-47,80,23,1,102*,-30,35,-3,1,9
CCOC(=O)C1(Cc2cccc(OC)c2)CCN(C2CCOCC2)CC1,1,-1,-8,12,-1,8,-2,6,11,10,0
COc1cc(C(=O)N2CCCc3ccccc32)cc(OC)c1OC,17,-32,12,-4,0,15,-2,5,5,4,6
COc1ccc(CNC(=O)CN(C(=O)c2csnn2)c2ccc(F)cc2)cc1,-9,4,-17,-36,3,0,6,-16,-15,-9,-5
Cn1c(SCCOc2cccc(Cl)c2)nnc1-c1ccncc1,-1,-6,-7,-1,1,-2,-6,4,-6,13,8
C#CCNC(=O)C1=C[C@H](c2coc3ccccc3c2=O)C[C@H](OCc2ccc(CO)cc2)O1,9,-3,2,-12,-2,15,4,-1,10,-6,-2
CCOC(=O)C1(CC2CCCCO2)CCN(Cc2cccnc2)CC1 (stereo unspecified),8,11,5,14,6,5,2,-5,12,-19,5
CCOC(=O)c1c(NC(=O)CSc2nc3nc(C)cc(C)n3n2)sc(CC)c1C,-6,6,26,21,-3,18,-1,-7,11,13,6
COc1cc2c(C#N)c(N3CCc4ccccc4C3)nc(N)c2c(N)n1,-13,-8,11,-10,-1,-60,-18,42,-55,-19,23
O=C(CNC(=O)c1sc2ccccc2c1Cl)Nc1ccccc1F,-18,-32,13,-44,6,-22,-10,5,-68,-37,10
NS(=O)(=O)c1ccc(NC(=O)NC2CCCCC2)cc1,-11,-24,-21,-19,-1,-13,8,0,-23,-20,-4
CCOc1ccccc1CNC(=O)CNC(=O)c1cccs1,13,17,5,-21,1,11,6,0,14,-3,-7
CC1=Nn2c(nnc2-c2ccccc2Cl)SC1,-1,6,-17,2,-2,-5,-6,-2,7,-8,-10
Cc1ccc(S(=O)(=O)N2CCN(C(=O)COC(=O)CNC(=O)c3ccc(Cl)cc3Cl)CC2)cc1,-3,5,-10,25,4,-19,-1,5,-25,-19,-15
Cn1c(O)c(N=NC(=N)N)c2ccccc21,17,-1,31,-5,-3,3,16,16,6,-18,-22
CS(=O)(=O)N(Cc1ccccc1)c1ccc(C(=O)Nc2ccccc2C(=O)O)cc1,1,7,1,5,-1,10,11,5,21,28,-8

# Next section; it opens with the four that closed the last part.
SMILES,MITF TRPM1 inh,TWEAK Fn14 block,Shn3 inh set2,NR2E3 ag-1,NR2E3 ag-2,Peg3 prom inh,KKLEB tox,TRAIL sens C8,HIF-2a inh,TROY signal inh,CF NFkB inh
CC1=Nn2c(nnc2-c2ccccc2Cl)SC1,-1,6,-17,2,-2,-5,-6,-2,7,-8,-10
Cc1ccc(S(=O)(=O)N2CCN(C(=O)COC(=O)CNC(=O)c3ccc(Cl)cc3Cl)CC2)cc1,-3,5,-10,25,4,-19,-1,5,-25,-19,-15
Cn1c(O)c(N=NC(=N)N)c2ccccc21,17,-1,31,-5,-3,3,16,16,6,-18,-22
CS(=O)(=O)N(Cc1ccccc1)c1ccc(C(=O)Nc2ccccc2C(=O)O)cc1,1,7,1,5,-1,10,11,5,21,28,-8
Cc1cc(=O)oc2cc(NC(=O)COc3ccccc3[N+](=O)[O-])ccc12,nt,-15,-3,20,1,-16,9,-10,-39,-11,-28
Cc1onc(-c2c(Cl)cccc2Cl)c1C(=O)Nc1c(C)n(C)n(-c2ccccc2)c1=O,-12,-20,5,-21,nt,19,8,-8,14,10,-3
COc1ccc(CCNC(=O)C23CN(Cc4ccccc4)CC2C(c2cccc([N+](=O)[O-])c2)=NO3)cc1 (stereo unspecified),-1,-17,16,-16,5,-2,-6,12,2,3,4
COc1ccccc1NC(=O)N(Cc1ccco1)Cc1cc2ccc(C)c(C)c2[nH]c1=O,41,32,13,-118,3,18,-6,-1,12,-4,-10
CN(C(=O)COC(=O)CCc1c[nH]c2ccccc12)c1ccccc1,-3,-12,-5,-8,-5,-13,3,9,1,12,12
CC(C)CCNC(=O)c1cc([N+](=O)[O-])ccc1N1CCOCC1,8,28,-17,3,-1,11,0,-5,18,-3,2
CN1CCN(C(=O)C2CCCN(S(=O)(=O)c3ccccc3)C2)CC1 (stereo unspecified),-14,1,7,-12,4,14,0,-23,3,-8,8
Cc1ccc(C(=O)Oc2ccc3ccc(=O)oc3c2)cc1,-10,17,13,6,0,1,4,6,5,-30,-10
COc1ccc(NC(=O)Cc2c(Sc3ccccc3)c3ccccc3n2C)cc1,1,-12,-11,-15,2,3,2,1,14,7,9
O=C(CCc1[nH]c2ccccc2c1Sc1ccccc1)N(CCO)CCO,-6,-5,14,11,0,5,8,-4,7,8,0
COc1cc(/C=N/n2c(COc3ccccc3)n[nH]c2=S)cc(Br)c1O,12,15,2,0,1,31,-12,-1,17,14,10
CC(NS(=O)(=O)c1ccc(Cl)cc1)C(=O)N1CCOCC1 (stereo unspecified),7,-22,7,-17,0,1,-9,-3,-2,-3,-4
COc1cc(-c2[nH]ncc2CN(C)Cc2nonc2C)cc(OC)c1OC,15,0,29,-1,-1,12,-10,1,5,6,-13
CCOC(=O)c1c(NC(=O)COC(=O)CCS(=O)(=O)c2ccc(C)cc2)sc(C)c1C,-4,-11,-6,-6,0,-14,0,-12,18,-1,-28
CCOC(=O)NCc1ccc(S(=O)(=O)Nc2c(C)cccc2C)cc1,4,-7,-12,-29,2,14,12,2,14,-13,-9
Oc1c(CN2CCOCC2)cc(CN2CCOCC2)cc1CN1CCOCC1,-15,-4,4,14,nt,4,-14,-12,2,-14,19
COc1cc2ccccc2cc1C(=O)Nc1nccs1,nt,-25,-41,-195,4,-243,-12,36,-219,-82,-60
CC1=C(C(=O)OCc2ccccc2)C(c2ccoc2)C(C#N)=C(N)O1 (stereo unspecified),-1,-6,2,-1,3,10,2,-3,19,10,7
CCC1(CC)Cc2ccccc2-c2nc3ccccc3c(=O)n21,-1,28,-6,-5,0,20,1,-5,21,-12,9
Cc1cc(C)nc(SCc2nnc(SCC(=O)N3CCOCC3)o2)n1,-7,-9,3,0,-1,4,2,9,9,10,-3
O=C(NC(=S)N1CCN(C(c2ccccc2)c2ccccc2)CC1)c1ccc(S(=O)(=O)N2CCOCC2)cc1,11,18,10,-6,-2,11,2,38,19,17,-2
O=C(Oc1ccc(OC(=O)N2CCOCC2)cc1)c1ccccc1,-50,-28,-20,-1,4,-133,8,-5,-166,-40,7
COc1cc(C(=O)NCC2(N3CCCCC3)CCCCC2)ccc1OCC(=O)N1CCOCC1,-9,-1,19,12,0,19,3,17,9,0,4
Cc1cccnc1N(C(=O)Nc1ccccc1)C1=NCC(C)(C)S1,-2,-11,3,4,2,-14,-2,-12,-33,-14,-9
COc1ccc(C(C(=O)OCCN(C)C)c2ccccc2)cc1 (stereo unspecified),0,-8,-6,-2,4,-8,7,4,2,-15,-1
O=C1CCCN1c1ccc(C(=O)N(Cc2nnc(-c3ccccc3Cl)o2)C2CC2)cc1,-3,-19,-9,11,2,-12,1,-16,-30,-12,-14
Cc1nnc(NC(=O)CCNC(=O)c2ccccc2Cl)s1,2,-11,-2,-26,1,-13,1,-4,16,-12,-1
COc1ccc(NC(=O)C2CC3CCC2C3)c(OC)c1 (stereo unspecified),nt,6,6,6,-3,-7,-2,-15,-10,-7,0
CC(=O)c1cc(C#N)c(SCc2ccccn2)nc1C,-89,-36,-39,-93,0,-208,0,4,-210,-73,11
Cc1ccsc1C(=O)N1CCCC(CO)(Cc2ccccc2F)C1 (stereo unspecified),16,-3,12,-11,-1,22,8,-10,6,-12,-26
Cc1ccc(OCC(=O)NCCNC(=O)c2cnccn2)cc1C,6,25,-14,-12,nt,13,-8,-26,3,-6,-3
CCOC(=O)CNC(=O)C(Cc1ccccc1)NC(=O)OCc1ccccc1 (stereo unspecified),14,1,-21,-3,2,2,-5,1,20,-6,10
COc1ccccc1CNC(=O)C1CCC(=O)N(CCCc2ccccc2)C1 (stereo unspecified),-10,2,14,-5,-3,-3,7,-2,6,1,-2
COc1ccc(-n2c(=O)c3ccccc3n(CC(=O)NC3CCCCC3)c2=O)cc1OC,-1,-3,-11,-2,0,-11,-6,4,14,-13,7
CCOC(=O)c1cnn(C(=O)c2ccccc2)c1N,11,29,-10,16,nt,6,-6,-27,5,12,-2
Cc1cc(C)cc(NC(=S)N(CCCN2CCN(C)CC2)Cc2cccs2)c1,-3,27,14,-19,0,10,-2,-1,21,2,18
O=C(Nc1nccs1)c1ccccn1,-47,-1,-14,-47,2,-137,6,6,-154,-55,0
Cn1c(SCC(=O)Nc2ccccc2F)nnc1-c1ccc(S(=O)(=O)N2CCOCC2)cc1,6,13,-7,9,-1,12,-7,-3,7,-8,6
O=c1cc(-c2ccccc2)[nH]n1-c1nc2ccccc2s1,0,8,-11,-31,0,-22,-13,-19,-49,3,-4
Cc1nn(C)c(C(=O)NC(=S)Nc2ccccc2Br)c1Cl,-1,-15,-11,-52,1,-79,2,14,-181,-24,-5
CC(C)(C)c1ccc(CC(=O)N2CCC2(C)C(=O)NS(=O)(=O)c2ccccc2Cl)cc1 (stereo unspecified),nt,8,4,17,nt,-4,-7,2,10,-7,8
O=C(Nc1c(Cl)cccc1Cl)C1CCN(C(=O)c2cccs2)CC1,0,-11,-12,-18,5,3,-5,6,16,10,-3

# Source: PubChem BioAssay (several laboratories)
